Screening data deposited in PubChem BioAssay by Sanford-Burnham Center for Chemical Genomics.
UPR XBP1 act – activators of adaptive XBP1 UPR arm, primary screen, cell-based, CHO-XBP1 luciferase reporter, luminescence, uHTS. 330,000 compounds, 0.33% hits. AID 463104, 2010. IRE1-XBP1 UPR activation; percent of tunicamycin response, DMSO as zero. activation, % at 20 µM;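 active means versus positive control, 20 µM dose yields 30% or more activation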;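 further: 100% = tunicamycin at 10 µg/mL and 0% = DMSO only wells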
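incubation = overnight seeding at 37 °C, 6 h compound treatment at 37 °C | assay system = CHO-XBP1 cells stably carrying IRE1-XBP1-driven luciferase reporter | input = 1000 cells per well | detection = luciferase luminescence | dosing = single point, 20 µM final compound, 1% DMSO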
Mdm2-MdmX inh – inhibitors of human Mdm2-MdmX association, primary screen, cell-based, luminescence, split luciferase, SaOS-2, uHTS | Protein Mdm4 (Homo sapiens) + E3 ubiquitin-protein ligase Mdm2 (Homo sapiens), … | SaOS-2 split-luciferase Mdm2/MdmX complementation | inhibition, % at 8 µM | 330,000 compounds, 3% hits;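 active means inhibition of at least 50% at 8 µM in the primary screen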
APJ agonist – agonists of human apelin receptor APJ, primary screen, CHO-K1 cells, PathHunter beta-arrestin, luminescence | P35414 | 0% DMSO wells, 100% apelin | activation, % at 20 µM | 330,000 compounds, 0.11% hits | AID 2520, 2010;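 active means activation more than six SD over the plate average, tested at 20 µM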;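 further: 0% = DMSO alone and 100% = apelin-13 at 10 nM; some results filed as inactive read as strong as hits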
Target sequence (P35414 whole entry, looked up): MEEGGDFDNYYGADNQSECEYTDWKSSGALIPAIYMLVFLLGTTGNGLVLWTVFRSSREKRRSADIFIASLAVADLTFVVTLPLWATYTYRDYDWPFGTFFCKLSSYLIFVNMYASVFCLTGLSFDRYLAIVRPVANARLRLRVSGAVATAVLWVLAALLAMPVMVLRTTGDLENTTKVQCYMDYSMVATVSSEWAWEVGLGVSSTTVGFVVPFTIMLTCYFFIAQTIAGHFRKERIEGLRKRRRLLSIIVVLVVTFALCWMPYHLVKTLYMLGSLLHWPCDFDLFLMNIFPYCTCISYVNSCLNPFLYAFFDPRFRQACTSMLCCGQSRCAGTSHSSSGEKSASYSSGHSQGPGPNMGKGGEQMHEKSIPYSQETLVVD
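system = engineered CHO-K1 APJ arrestin reporter cells | input = 1000 cells per well | timing = overnight seeding, 90 min compound at 25 °C, 1 h detection | measured by = enzyme-fragment complementation luminescence | read-out = beta-arrestin recruitment to APJ as agonist activity, luminescent signal | control set = negative DMSO alone, positive Apelin-13 at 10 nM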
tim23-1 inh – growth inhibitors of tim23-1 mutant yeast, primary screen, luminescence, uHTS. S. cerevisiae tim23-1 growth, BacTiter-Glo luminescence, 24 h. inhibition, % at 20 µM. 330,000 compounds, 1.3% hits;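 active means growth inhibition of the mutant yeast at or above 50%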;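 further: temperature-sensitive mutant grown at 25 °C; plate controls were DMSO-treated mutant yeast for no effect and medium wells lacking yeast for full effect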
tim10-1 inh – growth inhibitors of tim10-1 mutant yeast, primary screen, luminescence, uHTS. S. cerevisiae tim10-1 ts strain growth, BacTiter-Glo, 24 h. 330,000 compounds, 2.2% hits. AID 463190, 2010. inhibition, % at 20 µM;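 active means inhibition of at least 40%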;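 further: mutant grown at 25 °C; 0% = DMSO wells with yeast and 100% = wells holding no yeast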
CXCR6 block – CXCR6 receptor inhibitors, primary screen, cell-based, beta-arrestin, luminescence, CHO-K1 PathHunter, 1536-well. inhibition, % at 20 µM. 360,000 compounds, 0.36% hits. AID 602244, 2012; in the data active means inhibition above about 34%, passing the limit was not always enough;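 further: antagonist mode with CXCL16 agonist at 10 nM final; 0% = 10 nM CXCL16 with DMSO and 100% = unstimulated wells without agonist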
Target sequence (O00574 whole entry, looked up): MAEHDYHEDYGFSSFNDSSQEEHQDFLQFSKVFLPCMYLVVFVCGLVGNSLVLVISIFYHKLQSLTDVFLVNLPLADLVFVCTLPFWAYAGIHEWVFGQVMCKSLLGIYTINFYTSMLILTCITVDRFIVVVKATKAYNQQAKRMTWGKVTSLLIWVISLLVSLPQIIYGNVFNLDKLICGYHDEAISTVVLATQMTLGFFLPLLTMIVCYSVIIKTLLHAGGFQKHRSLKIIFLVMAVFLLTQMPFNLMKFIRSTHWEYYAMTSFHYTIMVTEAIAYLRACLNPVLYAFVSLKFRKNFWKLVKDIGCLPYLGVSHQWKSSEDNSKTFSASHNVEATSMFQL
CHOP UPR activ – activators of apoptotic CHOP UPR arm, primary screen, cell-based, CHO-CHOP luciferase reporter, luminescence, uHTS. UPR activation; percent of tunicamycin response over DMSO baseline. activation, % at 10 µM. 330,000 compounds, 0.34% hits;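 active means at 10 µM dose, activation of 40% or more, normalized to positive control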;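 further: 100% = tunicamycin at 10 µg/mL and 0% = DMSO alone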
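System: CHO-CHOP luciferase reporter cell line | Buffer or medium: F12 medium containing 10% fetal bovine serum | Doses: One dose, 10 µM in 0.5% DMSO | Times: 6 h compound exposure at 37 °C after overnight seeding | Signal: Luciferase luminescence | Read-out: % activation vs tunicamycin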
APJ antagonist – antagonists of human apelin receptor APJ, primary screen, CHO-K1 cells, beta-arrestin complementation, luminescence; AID 2521, 2010; 330,000 compounds, 0.32% hits; P35414; inhibition, % at 20 µM;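 active means inhibition above about 40% at 20 µM, limit read from the data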;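 further: cells challenged with 10 nM apelin-13 agonist together with compound; plate controls were apelin-13 plus DMSO wells for no effect and DMSO wells lacking apelin-13 for full effect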
TIM10 inh – growth inhibitors of isogenic TIM10 control yeast, primary screen, counter-screen for tim10-1 yeast inhibitor project, luminescence, uHTS. S. cerevisiae TIM10 strain growth, BacTiter-Glo luminescence, 24 h. inhibition, % at 10 µM. 330,000 compounds, 1.4% hits;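 active means inhibition of 40% or more at the single tested concentration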;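 further: wild-type TIM10 isogenic control strain grown at permissive 25 °C; 0% = DMSO yeast wells and 100% = minimal medium wells without yeast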
* = called active by the depositor; · = not tested or not shown. The list is partial, so the mix of outcomes need not match the whole.

SMILES	UPR XBP1 act	Mdm2-MdmX inh	APJ agonist	tim23-1 inh	tim10-1 inh	CXCR6 block	CHOP UPR activ	APJ antagonist	TIM10 inh
CCN(CC(=O)Nc1ccccc1OC)C(=O)COc1ccc2ccccc2c1	0	15	0	17	18	-7	0.7	16	-2
O=C(O)CN1C(=O)NC2NC(=O)NC21 (configuration not stated)	-6	33	-1	-2	-1	-7	-1.7	-1	-8
Cc1cc([N+](=O)[O-])nn1CC(=O)N/N=C/c1ccccc1F	-3	18	0	-6	10	0	0.8	-5	9
c1cncc(-c2csc(-c3cccnc3)n2)c1	1	3	-3	5	15	-3	2.1	11	5
O=C(CC(NC(=O)c1ccccc1)c1ccccc1)NCc1ccccc1 (configuration not stated)	-2	-3	-3	0	3	5	-0.5	7	-6
COc1ccc(CN2CCN(CCc3ccccc3)C(CCO)C2)c(O)c1 (configuration not stated)	-4	14	-4	16	11	7	0.2	19	20
COC(=O)c1cc(NS(=O)(=O)c2ccc(N3CCCCCC3)c([N+](=O)[O-])c2)cc(C(=O)OC)c1	-1	7	-3	9	14	1	-2.0	17	-4
COc1ccccc1N(CC(=O)N1CCN(c2ccc(F)cc2)CC1)S(=O)(=O)c1ccc(C)cc1	-3	26	-2	6	17	5	1.4	4	9
CC(C)(C)n1nnnc1C(c1ccccc1)N1CCc2ccccc2C1 (configuration not stated)	0	-10	0	31	20	4	0.7	-1	11
CCc1ccccc1N(CC(=O)NC1CCCCC1)C(=O)CCC(=O)Nc1ccccn1	0	14	-5	10	13	13	0.2	-17	9
COc1cc2c(C(=O)N3CCN(C4CCCCC4)CC3)cn(CC(C)C)c(=O)c2cc1OC	-1	-12	1	10	11	·	4.3	14	4
CN(c1ccccc1)c1ccc(/C=C(\CCC(=O)O)c2nc3ccccc3s2)cc1[N+](=O)[O-]	-1	2	4	23	18	14	-2.0	10	14
Cc1c(C(=O)OCc2nc3scc(-c4ccccc4)c3c(=O)[nH]2)cccc1[N+](=O)[O-]	-4	11	0	12	14	-6	3.8	25	11
O=C(CCN1C(=O)S/C(=C\c2ccc(Cl)cc2)C1=O)Nc1ccc(C(=O)O)cc1	1	16	-2	16	14	-3	0.6	1	7
N#CCC(CNc1ncc(C(F)(F)F)cc1Cl)OC(=O)c1cccc([N+](=O)[O-])c1 (configuration not stated)	3	0	-3	21	13	-4	0.4	2	10
O=C(NC(=O)c1ccccc1)C1=C(N2CCCC2)COC1=O	-3	-40	0	-1	14	-7	1.1	1	-3
O=C(COC(=O)CCC(=O)c1ccc(F)cc1)Nc1cccc(S(=O)(=O)N2CCOCC2)c1	-1	2	-3	3	24	6	-0.1	-21	-11
COCCNC(=O)C(OC(=O)c1cccs1)c1ccccc1 (configuration not stated)	-3	14	0	2	3	0	0.5	7	-2
CCN(CC)C(=O)Cn1cnc2c1c(=O)n(C)c(=O)n2C	2	-6	1	15	10	-6	0.5	-10	-1
NNC(=O)[C@H](Cc1ccccc1)NC(=O)NCCc1ccccc1	-4	-12	-4	18	-13	-1	0.9	-13	6
O=C(NCc1ccccn1)c1ccc(NS(=O)(=O)c2cccc([N+](=O)[O-])c2)cc1	0	9	-3	-8	6	-6	0.6	0	-3
Cc1nnc(SCC(=O)NC(C)(C)C)n1C1CCCCC1	-2	1	-2	7	4	11	1.4	-8	11
Cc1cccc(C(=O)N2CCN(c3ccc([N+](=O)[O-])c(N4CCOCC4)c3)CC2)c1	-3	22	0	17	26	-3	-0.8	11	26
CCCOc1ncnc2c1sc1nc3c(cc12)COC(C)(C)C3	12	-37	-1	-3	2	-4	5.4	12	2
Cc1ccc(S(=O)(=O)NCCC(=O)Nc2ccc(S(=O)(=O)NC(C)C)cc2)cc1	3	-1	-1	-1	-2	3	0.7	1	16
CCOC(=O)CCSc1nc(C)cc(C(F)(F)F)c1C#N	-2	-22	-2	10	24	0	-0.1	21	-1
Cc1ccc(-c2cc(C(=O)N/N=C/c3cccnc3)c3ccccc3n2)cc1C	1	44	0	29	17	-1	3.4	11	19
CC(Oc1cc2oc(=O)cc(-c3ccccc3)c2cc1Cl)C(=O)NCC1CCC(C(=O)O)CC1 (configuration not stated)	-1	-1	0	3	3	2	0.6	-23	1
COc1ccc(OCCNC(=O)CSc2ccc(C(F)(F)F)cc2[N+](=O)[O-])cc1	0	6	0	17	1	-7	-3.2	9	12
CC(=O)c1cccc(NC(=O)c2cc(-c3ccco3)on2)c1	7	-17	1	-3	-11	1	5.0	5	-4
COc1ccc(Cl)cc1Nc1nc(N)c2ccccc2n1	-2	-70	-2	41	32	2	1.4	-3	24
CCOC(=O)C1=C(CP(=O)(c2ccccc2)c2ccccc2)NC(=O)NC1c1ccc(Cl)cc1 (configuration not stated)	-2	23	-3	19	13	14	1.7	14	13
COc1ccc(C(C)=O)cc1COC(=O)c1cccnc1SC	1	-29	-3	-10	12	8	-0.1	10	12
Cc1nc(-c2c(C(=O)NNC(=O)Nc3c(C)cccc3C)noc2C)cs1	-4	-21	-2	-3	-10	-7	0.3	2	-11
Cn1c(=O)c2c(nc(Oc3ccccc3)n2C)n(C)c1=O	-2	-9	-2	-14	-8	7	-3.5	-5	-7
C#CCOCCOCCOCCNc1nc(N2CCN(C(=O)C([C@@H](C)O)n3cc([C@@H](N)CCCCN)nn3)CC2)nc(N2CCN(C(=O)[C@H](CO)n3cc([C@@H](N)C(C)C)nn3)CC2)n1 (some centres not stated)	4	-12	-3	13	9	5	1.4	18	-1
O=C(/C(=C(\[O-])c1ccccc1)[n+]1ccc2ccccc2c1)c1ccc([N+](=O)[O-])cc1	-1	-8	-1	-6	12	-5	0.5	-2	11
O=C(COC(=O)c1ccc(O)cc1)NCCc1c[nH]c2ccccc12	0	-18	-3	15	8	4	1.0	6	3
Nc1c(Br)cc(Br)c(N2CCCC2=O)c1Br	-1	8	0	4	7	3	-0.4	16	-8
CCC(=O)N1c2ccccc2-c2nnc(SC)nc2OC1c1ccc(OC)c(OC)c1 (configuration not stated)	-1	18	-4	8	2	-5	0.6	-42	10
COCCNc1nnnc2c1sc1nc(N3CCOCC3)c3c(c12)CC(C)(C)OC3	0	8	0	3	13	9	-1.4	10	-20
CC1Oc2ccccc2N(CC(=O)NCCCN2CCOCC2)C1=O (configuration not stated)	-1	-15	-2	-4	-25	-1	2.2	0	11
O=C(NCc1ccccc1Cl)c1cccc(NC(=O)c2ccccc2)c1	0	12	3	28	-3	4	-1.8	-3	28
Cc1ccccc1CN1C2=NCCN2c2ccccc21	0	7	10	2	-7	6	0.8	17	9
CC(=O)C(=Cc1cn(-c2ccccc2)nc1-c1ccccc1)C(C)=O	3	20	3	82*	67*	2	6.8	6	57*

Reprinted at random: 4 records from the list, in no set order.
SMILES	UPR XBP1 act	Mdm2-MdmX inh	APJ agonist	tim23-1 inh	tim10-1 inh	CXCR6 block	CHOP UPR activ	APJ antagonist	TIM10 inh
COc1cc2c(C(=O)N3CCN(C4CCCCC4)CC3)cn(CC(C)C)c(=O)c2cc1OC	-1	-12	1	10	11	·	4.3	14	4
CN(c1ccccc1)c1ccc(/C=C(\CCC(=O)O)c2nc3ccccc3s2)cc1[N+](=O)[O-]	-1	2	4	23	18	14	-2.0	10	14
CCOC(=O)C1=C(CP(=O)(c2ccccc2)c2ccccc2)NC(=O)NC1c1ccc(Cl)cc1 (configuration not stated)	-2	23	-3	19	13	14	1.7	14	13
Cc1ccccc1CN1C2=NCCN2c2ccccc21	0	7	10	2	-7	6	0.8	17	9

(listing goes on)
SMILES	UPR XBP1 act	Mdm2-MdmX inh	APJ agonist	tim23-1 inh	tim10-1 inh	CXCR6 block	CHOP UPR activ	APJ antagonist	TIM10 inh
COc1ccc2c(c1)O/C(=C\c1ccco1)C2=O	2	-44	-5	34	12	5	5.1	7	9
Clc1cccc(C2Nc3cccc4cccc(c34)N2)c1Cl	2	10	4	48	42*	11	0.0	-15	26
CS(=O)(=O)c1ccc(-n2nnc3ccccc32)c([N+](=O)[O-])c1	0	-2	4	16	-3	6	1.9	-35	7
Cc1cc(OC(=O)c2ccc(S(=O)(=O)N3CCCCC3)cc2)c([N+](=O)[O-])c(=O)[nH]1	2	19	-3	-3	4	-4	-2.0	3	1
CC1CCCN(C(=S)NCCc2ccccc2)C1 (configuration not stated)	-3	-4	-1	22	23	-14	7.2	2	-5
COc1ccc(CC2c3cc(OC)c(OC)cc3CC[N+]2(C)CCC(=O)OCCCCCOC(=O)CC[N+]2(C)CCc3cc(OC)c(OC)cc3C2Cc2ccc(OC)c(OC)c2)cc1OC (configuration not stated)	-9	10	0	4	-7	0	3.3	12	17
COc1ccc(N(C(=O)c2ccco2)C(C(=O)NC2CCCC2)c2ccc(C)cc2)c(OC)c1 (configuration not stated)	0	1	0	14	15	-5	-1.0	8	14
Cn1cccc1/C=N/NC(=O)c1sc2cc(Cl)ccc2c1Cl	1	73*	-1	-28	-12	·	4.1	7	-28
COc1cc2[nH]c(=O)n(CCCCCC(=O)NCCc3c[nH]c4ccccc34)c(=O)c2cc1OC	0	-4	5	6	-1	1	2.5	-15	9
Cc1cc(OC(=O)c2c(C)cc(O)cc2O)cc(O)c1C(=O)O	2	-13	-2	12	6	1	-2.3	-65	1
O=C(C/C=N\OCc1ccc(Cl)cc1Cl)Nc1ccccc1	-4	6	-3	35	27	0	-1.8	-2	32
CC(C)(C)c1ccc(NC(=O)N2CCCN(c3ccc([N+](=O)[O-])cn3)CC2)cc1	-4	10	0	61*	43*	11	1.7	0	43*
c1ccc(COc2ccc(Nc3ncnc4nc[nH]c34)cc2)cc1	2	-15	0	9	-14	-15	3.1	-2	3
Cc1ccc(-n2ncc(C(=O)Nc3cc(Cl)ccc3Cl)c2C2CCNCC2)cc1	6	37	-3	5	15	4	0.9	2	-4
CCN1CCN(c2ncnc3sc(C)c(-c4ccccc4)c23)CC1	-2	13	-2	0	12	-4	-0.8	-14	10
Cn1ncc(Br)c1NC(=O)Nc1ccc(OC(F)(F)F)cc1	1	2	1	22	25	-10	-1.1	-12	-7
C=CCSc1nc(Cc2ccc(Cl)cc2)nc2ccccc12	0	15	0	-2	3	5	-2.4	-5	-9
CC(=O)OC1CC2(C)C(=O)CCC2C2CCc3cc(O)ccc3C12 (configuration not stated)	1	26	-6	9	-10	3	-0.8	22	-10

Records above printed as active in Mdm2-MdmX inh.
smiles	Mdm2-MdmX inh	CXCR6 block	APJ antagonist
Cn1cccc1/C=N/NC(=O)c1sc2cc(Cl)ccc2c1Cl	73*	·	7
